# Source: PubChem BioAssay (ICCB-Longwood Screening Facility, Harvard Medical School)
# PV pol inh – poliovirus RNA polymerase inhibition; P03300; poliovirus polymerase elongation, fluorescence polarization; hits give low values; % elongation, % (compound at 16.7 µg/mL); 150,000 compounds, 0.66% hits; AID 588519; in the data active means % elongation below about 90%; further: some results filed as inactive read as strong as hits
# Target sequence (P03300 1749-2209 limits assumed): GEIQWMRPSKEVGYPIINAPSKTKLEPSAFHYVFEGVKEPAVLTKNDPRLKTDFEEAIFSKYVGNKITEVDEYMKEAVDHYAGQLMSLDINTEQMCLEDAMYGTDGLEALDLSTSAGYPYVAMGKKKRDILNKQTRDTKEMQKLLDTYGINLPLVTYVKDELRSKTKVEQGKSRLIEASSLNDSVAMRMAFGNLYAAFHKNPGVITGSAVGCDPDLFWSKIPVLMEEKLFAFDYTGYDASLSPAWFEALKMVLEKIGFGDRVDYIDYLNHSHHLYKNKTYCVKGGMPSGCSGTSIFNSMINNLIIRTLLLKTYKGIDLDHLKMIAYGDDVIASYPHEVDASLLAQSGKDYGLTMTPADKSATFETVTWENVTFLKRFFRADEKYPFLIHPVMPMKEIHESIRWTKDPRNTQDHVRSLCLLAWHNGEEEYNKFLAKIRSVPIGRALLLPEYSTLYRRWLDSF
# PV pol inh FP z-score – further read-out of PV pol inh, marked with its call; z-score; measured here: FP z-score; hits read low
# * hit, by the source's call. Only part of the results is shown. The share of hits here may be higher or lower than overall.
Compound	PV pol inh	PV pol inh FP z-score
CCC(CC(=O)NCc1ccc(Cl)cc1Cl)n1ccnc1 (configuration not stated)	105	0.4
CCN(CC)C(=O)c1ccc(NC(=O)Nc2ccccc2F)cc1	102	-0.2
O=C(Cc1ccc2c(c1)OCCO2)Nc1cccc(C(F)(F)F)c1	103	0.2
CC1CC(=O)Nc2ccccc2N1S(=O)(=O)c1ccc(C(F)(F)F)cc1 (configuration not stated)	104	0.5
Oc1ccc(O)c(C2CC3CCC2C3)c1 (configuration not stated)	99	0
CCn1c(=O)cc(OCC(=O)N2CCN(c3cccc(Cl)c3)CC2)c2ccccc21	103	-0.6
Cc1c(C(=O)N(C)C)sc2c1c(=O)n(-c1ccc(F)cc1)c(=O)n2Cc1ccccc1C#N	110	1
Fc1ccccc1N1CCN(c2ncc3c(n2)CCN(Cc2ccc(Br)s2)C3)CC1	103	-0.4
CSC1=NCN(CCCO)CN1	104	0.1
COc1cccc(NC(=O)/C(C#N)=C/c2ccc(-c3ccc(C)cc3)o2)c1	110	0.9

# The final 4 compounds of the section above lead into the next:
Compound	PV pol inh	PV pol inh FP z-score
Cc1c(C(=O)N(C)C)sc2c1c(=O)n(-c1ccc(F)cc1)c(=O)n2Cc1ccccc1C#N	110	1
Fc1ccccc1N1CCN(c2ncc3c(n2)CCN(Cc2ccc(Br)s2)C3)CC1	103	-0.4
CSC1=NCN(CCCO)CN1	104	0.1
COc1cccc(NC(=O)/C(C#N)=C/c2ccc(-c3ccc(C)cc3)o2)c1	110	0.9
C=CCN(CC=C)C(=O)CSc1ccc2ccccc2c1	102	0
COc1ccc(-c2oc3ccccc3c(=O)c2O)cc1	106	0.5
Cc1cc(C)nc(SCC(=O)NN=Cc2cccs2)n1	104	0.6
CCCCC(=O)Nc1cccc(-c2nc3ccccc3s2)c1	101	-0.4
CCn1c(=O)cc(SCC(=O)NCCc2ccc(OC)cc2OC)c2ccccc21	104	-0.1
CC(O)CC12CC3CC(CC(C3)C1)C2 (configuration not stated)	100	0
CCN1C[C@]2(COC)CC[C@H](O)[C@@]34C5C[C@@H]6[C@@H](OC)C[C@@](O)(C5[C@H]6OC(C)=O)[C@@H](CC23)[C@@H]14 (some centres not stated)	99	-0.1
Nc1ccc(NC(=O)c2cccc(C(=O)Nc3ccc(N)cc3Cl)c2)c(Cl)c1	99	-0.6
O=S(=O)(c1cccc(Cl)c1)N1CCc2ccccc2C1	102	0.1
CN(C(=O)c1ccccc1NS(=O)(=O)c1ccc(F)cc1)C1CCCCC1	103	0.5
Cc1nc2nc(NCc3ccc(Cl)cc3)[nH]n2c(=O)c1Cc1ccccc1	119	0.3
CCC(CC)NC(=O)c1ccc2nc[nH]c2c1	99	-0.7
COc1ccc(NC(=S)NCC(OC)OC)cc1	100	0.1
COc1ccc(Cn2ccnc2SCC(=O)Nc2nnc(C)s2)cc1	100	-1.7
CCCCn1c2c(c3ccccc31)CCc1nonc1-2	101	0.1
Cc1n[nH]c(=S)n1CC1CCCO1 (configuration not stated)	103	0.5
Cc1cccc(Oc2nc3c(c(=O)n(C)c(=O)n3C)n2C)c1	104	0
O=C(c1ccccc1)N1N=C(c2ccccc2)CC1c1ccc2nccnc2c1 (configuration not stated)	102	0.1
CN(CCC#N)C(=O)C1CCN(S(=O)(=O)c2ccc(-n3cnnn3)cc2)CC1	104	0.5
COC(=O)C1=CN(CCCN2CCCC2=O)C=C(C(=O)OC)C1c1cccc(F)c1	101	0
c1ccc(SCc2cn3cccnc3n2)cc1	111	1.2
CCCc1ccc(OC(=O)c2cccs2)cc1	104	0.7
CCOC(=O)/C(C#N)=C\c1ccc(-c2cccc(C(F)(F)F)c2)o1	105	1
Cn1nc(C(=O)N2CCCC2c2nc3ccccc3s2)c2ccccc2c1=O (configuration not stated)	103	0
Nc1nc2ncc(C(=O)c3cc(F)ccc3O)cc2s1	123	3.6
CC(Oc1ccc(F)cc1)C(=O)Nc1cc(-c2ccc(F)c(F)c2)no1 (configuration not stated)	108	0.3
O=C(CCn1cccc1)Nc1ccccc1	105	2.4
Cc1ccc(S(N)(=O)=O)cc1C(=O)NCC(C)C	100	-1.2
OC(CC#CCN1CCOCC1)(c1ccccc1)c1ccccc1	104	0.7
COc1ccc(C2CC(=O)NC(NC(=O)CCCOc3ccccc3)=N2)cc1 (configuration not stated)	102	0.4
CCOC(=O)c1sc2ccccc2c1S(=O)(=O)N1CCN(c2ccccc2F)CC1	109	0.8
Cc1cc(-c2ccc(S(=O)(=O)NC3CCCc4ccccc43)cc2)on1 (configuration not stated)	105	1.4
Cc1ccc2c(C)nc(Nc3nc(CSc4nnc(C)s4)cc(=O)[nH]3)nc2c1	101	0.3
C=C1Cn2c(nc3sc4c(c3c2=O)CCCC4)S1	100	-0.3
CN(C)CCN(C(=O)c1ccc(Br)cc1)c1nc2ccc(Cl)cc2s1	104	0.5
COc1cccc(NC(=O)C2CCCN(c3nnc(-n4c(C)ccc4C)s3)C2)c1 (configuration not stated)	105	-0.7
N#CC(C#N)=CNCCc1ccc(Cl)cc1	101	-0.2
O=C(c1cnn2ccccc12)N1CCCc2ccccc21	102	0.3
CC(=O)OC1CCC(C(=O)O)CC1 (configuration not stated)	102	0.2
COc1cccc(-c2noc(-c3cccnc3)n2)c1	102	0
Nc1nnc(SCC(=O)Nc2ccc(F)cc2)n1CC(=O)Nc1ccc(F)cc1	104	2.2
Cc1ccc(CNC(=O)C2CC(=O)N(CCC(C)C)C2)cc1 (configuration not stated)	99	-1.8
CCC(=O)N1CCCc2cc(S(=O)(=O)N3CCC(C(=O)NC4CCCCC4)CC3)ccc21	118	2.5
CCOC(=O)CCc1c(C)nn(-c2ccc(N3CCCCC3)nn2)c1C	102	0.6
C/C(=N\n1cnnc1)c1ccc(O)cc1	101	-0.4
Cc1ccc(Cn2nnc3c(=O)[nH]c(C4CCN(S(=O)(=O)c5ccccc5C#N)CC4)nc32)cc1	104	1.1
Cc1ccc(OCC(=O)Nc2ccc(O)c(C(=O)O)c2)cc1	102	0.2
Clc1ccc(CO/N=C/c2cccs2)cc1	102	0.2
Cc1cccc(N2CCN(C(=O)CCCCCn3c(=S)[nH]c4ccc(N5CCOCC5)cc4c3=O)CC2)c1C	102	0.4
COC(=O)c1ccc(COC(=O)c2ccc(S(=O)(=O)N(C)c3ccccc3OC)cc2)o1	107	0.5

# Reprinted at random: 2 compounds from above
Compound	PV pol inh	PV pol inh FP z-score
Cc1cccc(N2CCN(C(=O)CCCCCn3c(=S)[nH]c4ccc(N5CCOCC5)cc4c3=O)CC2)c1C	102	0.4
Clc1ccc(CO/N=C/c2cccs2)cc1	102	0.2

# (cont.)
Compound	PV pol inh	PV pol inh FP z-score
O=C(COC(=O)Cc1ccc(Cl)cc1)Nc1ccccc1	102	-0.2
CCOc1ccc(C(=O)OCc2cc(=O)n3nc(C(C)C)sc3n2)cc1	107	0.2
COc1cccc(Cn2nc(SC)c(S(=O)(=O)c3ccccc3)c2N(C(C)=O)C(C)=O)c1	109	1
Cc1ccc(CNC(=O)CN2C(=O)C3CCCCN3c3ccc(C(=O)N(C)C)cc32)cc1 (configuration not stated)	100	-1.5
CCOC(=O)c1c(C)n(CC)c2ccc(O)cc12	100	-0.2
CC(Nc1nncc(=O)[nH]1)c1ccccc1 (configuration not stated)	99	-1.3
O=C(O)c1cccc(OCc2cscn2)c1	102	0.2
Cc1cc(SCCC(=O)O)nc2c(C)cccc12	103	-0.2
O=C(ON=C(c1cccs1)c1cccs1)c1ccc(Cl)cc1	101	-0.2
NC(=O)c1oc2ccccc2c1NC(=O)c1ccccc1	101	-0.1

# Record cards, as listed above.
# Cc1cc(-c2ccc(S(=O)(=O)NC3CCCc4ccccc43)cc2)on1 (configuration not stated) in the list: PV pol inh: 105; PV pol inh FP z-score: 1.4
# Cc1ccc2c(C)nc(Nc3nc(CSc4nnc(C)s4)cc(=O)[nH]3)nc2c1 in the list: PV pol inh: 101; PV pol inh FP z-score: 0.3

# (listing goes on)
Compound	PV pol inh	PV pol inh FP z-score
COc1ccc(OC)c(NC(=O)CSc2nnc(C3CCCCC3)o2)c1	103	0.4
Cn1cc(CC(=O)Nc2ccc(F)cc2F)c2ccccc21	103	0.7
O=C(COc1ccccc1)NCC1COc2ccccc2O1 (configuration not stated)	103	0.6
Cc1ccc(C(C)C)c(OCCSc2nc(-c3ccccc3F)nc3cc(=O)[nH]n23)c1	106	-0.1
O=C(c1ccccc1Br)N(Cc1ccccc1F)C1CCS(=O)(=O)C1 (configuration not stated)	103	-1
CC(C)OCCn1cnc2sc3c(c2c1=O)CCCC3	102	0.1
COc1cccc(C(=O)Cn2c(=O)n(CCC(=O)NC3CCCC3)c(=O)c3cc(OC)c(OC)cc32)c1	100	0.1
COc1ccc(NC(=O)CSc2oc(-c3ccco3)nc2S(=O)(=O)c2ccc(Br)cc2)c(OC)c1	101	-1.4
O=c1c2ccccc2nnn1CSc1nncn1-c1ccccc1	106	0.1
COc1ccc(CC(=O)NCc2nn(-c3ccccc3)nc2C)cc1OC	100	-0.6
COc1cc(C2=NOC(=O)/C2=C\c2ccc(Cl)cc2Cl)cc(OC)c1OC	44	-5.8
O=C1S/C(=C/c2ccccc2)C(=O)N1c1ccccc1	102	0.2
CCOC(=O)N1CCN(Cc2nc3c(c(=O)n(C)c(=O)n3C)n2CC)CC1	105	1.5
CCSc1nnc2c(n1)OC(c1cccc(OC)c1OCC(=O)O)Nc1ccc(Br)cc1-2 (configuration not stated)	102	0
CCN(CC)CCn1c(SCC(=O)Nc2cccc(OC)c2)nc2c(sc3ccccc32)c1=O	102	0
CC(C)(C)c1ccc(NC(=O)CCC(=O)O)cc1	97	-0.4
CC(C)S(=O)(=O)c1csc(C(=O)NN)c1Cl	106	0.4
C=Cc1ccc(Cn2c(C)c(CNCCc3ccccc3C)c(C(=O)O)c2C)cc1	102	-0.7
O=C(O)CCC(=O)Nc1ccncc1	99	-0.7
CCC(CC)C(=O)Nc1ccc(C)cc1C	101	0.4
COc1ccc(-n2[nH]c(C)c(C(C)=NCCN3CCOCC3)c2=O)cc1	104	0.9
O=C(OC1CCOC1=O)c1ccc(S(=O)(=O)N2CCCC2)cc1 (configuration not stated)	97	-0.6
CC12CC(c3cc(Br)cc(Br)c3O1)C(C(=O)c1ccccc1)C(=O)N2 (configuration not stated)	104	0.5
CN1CCN(c2ccc(NC(=O)c3cccc(Cl)c3)cc2)CC1	101	0
CCC(C(=O)NCc1cccc(Br)c1)n1nc(C)c2c(C)n(-c3ccccc3)nc2c1=O (configuration not stated)	110	0.4
CC(NC(=O)c1ccco1)C12CC3CC(CC(C3)C1)C2 (configuration not stated)	97	-0.9
Cc1nn(-c2ccccc2)c2c1CC(C#N)(C(=O)c1ccc(Cl)cc1)C1CCCN21 (configuration not stated)	106	0.4
COC(=O)c1cc2oc3ccccc3c2n1Cc1nc(-c2ccccc2)oc1C	102	-0.4
O=C(N/C=C\n1cnc2cc(C(F)(F)F)ccc21)c1cc2c(s1)CCC2	102	0.1
N#CC(C#N)=C(Nc1ccccc1Cl)SCc1cccc(F)c1	101	0
COc1ccccc1N1CCN(CCCNC(=O)c2nnc(Cc3ccccc3Cl)o2)CC1	101	-0.4
Cc1ccc(NC(=O)CN(C)CC(=O)Nc2ccccc2C(=O)NC2CCCC2)cc1	102	-0.1
COC(=O)c1ccc2nc[nH]c2c1	103	-0.2
CCC(=O)N(Cc1cccnc1)Cc1cc2cc(OC)ccc2[nH]c1=O	102	0.1
CCCCCCSc1ncc(C#N)c(N)n1	101	-0.1
O=C(NCc1ccc(S(=O)(=O)NCc2ccccc2)s1)c1ccccc1	101	-0.5
Cc1ccc(OC(=O)CSc2nnc(-c3cccs3)o2)cc1C	102	-0.9
O=C(CSc1nc2ccccc2o1)Nc1ccc(Oc2ccccc2)cc1	102	0.1
O=C(Cn1ccccc1=O)c1ccc(Cl)cc1	104	0.8
COc1ccc(C(=O)OCc2cc(=O)n3nc(-c4cccs4)sc3n2)cc1	110	0.7

# Taken from above.
# Entry of O=C(CSc1nc2ccccc2o1)Nc1ccc(Oc2ccccc2)cc1 under PV pol inh: 102
# Entry of CCCCCCSc1ncc(C#N)c(N)n1 under PV pol inh: 101
# Entry of CCC(=O)N(Cc1cccnc1)Cc1cc2cc(OC)ccc2[nH]c1=O under PV pol inh: 102
# Entry of COC(=O)c1ccc2nc[nH]c2c1 under PV pol inh FP z-score: -0.2

# (listing goes on)
Compound	PV pol inh	PV pol inh FP z-score
COC(=O)C1(O)CC(=O)c2ccccc2O1 (configuration not stated)	101	-1.8
CCS(=O)(=O)N1CCN(c2ccc(C)cc2)C(C)C1 (configuration not stated)	102	-0.1
Cc1nc(N2CCOCC2)c2c(C(=O)N(C)c3ccccc3)c(C)oc2n1	107	-0.1
Cc1ccc(-n2nnnc2CNC(=O)c2ccc(F)cc2)cc1C	113	1.1
Cn1c(O)c(C2=c3ccccc3=NC2=O)[nH]c1=S	99	-0.2
Cc1nn(-c2ccccc2)c(N2CCCC2)c1/C=N/NC(=O)Cn1ccc(C(F)(F)F)n1	98	-0.8
CC1=NNC(=O)C1C(c1ccccc1)C1C(=O)NN=C1C (configuration not stated)	102	0.1
CC1CCCCN1C(=O)CCS(=O)(=O)Cc1ccccc1 (configuration not stated)	100	-0.6
S=c1[nH]nc(NCCCN2CCOCC2)s1	96	-0.4
Cc1oc2ncn(C)c(=O)c2c1C(=O)N(Cc1ccccc1)C(C)C	111	0.5
O=C(CSc1nc2ccccc2[nH]1)Nc1ccccc1Br	104	0.2
Cc1ccc2c(c1)N(C(=O)CN1C=NS(=O)(=O)c3ccccc31)CCO2	100	-0.3
N#CC(C#N)=CNc1c(F)cccc1Cl	101	-0.3
COC(=O)c1c[nH]n2c(=O)cc(C3CCNCC3)nc12	100	-0.1
Cc1ccc(N=Cc2ccc(F)c(F)c2)cc1C	105	1.7
CC/C(=N\NC(=O)c1cccnc1)c1cc(F)ccc1O	129	4
